From PubChem
PTHR1 agonist – PTHR1 (human) receptor agonism; Q03431; HEK293 GP2 PTHR1 cells, GloSensor cAMP luminescence, 1 h; Potency, µM (series often up to 115 µM), without a hit: at the highest dose activation, actives largely listed as activators; hit rate 0.075% among 410,000; AID 743266; note: potency is the fitted concentration of half-maximal effect; nearly all actives have a fitted effect of over 55% in size; some results filed as inactive show a strong effect at the top dose; inactives centre near -15; many of its hits are not listed in these tables
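HEK-293-derived GP2 cells expressing PTHR1 and a GloSensor cAMP reporter, 3,000/well, plated overnight, given luciferin plus IBMX (each 0.5 mM as added) for 1 h at 37 °C, then compound for 1 h at 37 °C. Luminescence was read after 15 min at room temperature.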
aSyn rescue – alpha-synuclein toxicity inhibition in yeast | Yeast expressing alpha-synuclein, growth rescue, BacTiter-Glo, 24 h | Potency, µM (series often up to 46.1 µM), without a hit: at the top dose growth rescue (activation), usual class: activators | hit rate 0.14% among 370,000 | AID 652106; note: potency is the fitted concentration of half-maximal effect; % of control where 0% means no effect; nearly all actives have a fitted effect of over 65% in size
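Rescue of yeast growth: cells expressing toxic alpha-synuclein, induced in galactose at OD600 0.02, incubated with compound 24 h at 30 C. ATP luminescence quantified growth; inhibitors of toxicity appear as activators.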
Akt phos inh – Akt phosphorylation inhibition; Neuro2A IGF-stimulated pAkt S473 HTRF, 20 min; stronger effect = lower value; hit rate 0.32% among 360,000; activity change, % for hits at 50 µM; in the data active = activity change below about -80%; inconclusive = mostly about -51% to -80%; note: % is set by controls: 0 for no effect and ±100 for the full control effect
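Neuro2A cells in DMEM with 0.5% FBS, overnight at 37 deg C, given compound at single 50 µM final, then IGF (6 nM final) for 20 min at 37 deg C. Lysed; phospho-Akt Ser473 by HTRF after 24 h, 665/615 ratio.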
FUS suppressor – rescues growth of FUS-expressing yeast. S. cerevisiae FUS-expressing, growth rescue, OD600, 24 h. Potency, µM (titrated, usually from 76.6 µM), without a hit: top-dose growth rescue (activation), actives largely listed as activators. hit rate 0.24% among 390,000. AID 1347120;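 note: potency is the fitted concentration of half-maximal effect; plate controls were DMSO vehicle for no effect and reference control for full effect; nearly all actives have a fitted effect of over 55% in size; some results filed as inactive show a strong effect at the top dose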
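Yeast expressing FUS under galactose induction, OD 0.005 in 2% galactose medium; compounds in a dilution series, 24 h at 30C. Growth rescue by absorbance at 600 nm; CP55940 positive control, DMSO negative.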
GLP1R inv ag – inverse agonists of human GLP-1 receptor; HEK293 GLP-1R CRE-luciferase, luminescence, 24 h; GLP-1R form is constitutively active; Potency, µM (titrated, usually from 38.3 µM), inactives show at the highest dose activity change, negative = inhibition, most hits filed as inhibitors; hit rate 1.6% among 410,000; AID 624417; note: potency is the fitted concentration of half-maximal effect; % is set by controls: 0 for no effect and ±100 for the full control effect; nearly all actives have a fitted effect of over 55% in size
Target sequence (P43220 whole entry, looked up): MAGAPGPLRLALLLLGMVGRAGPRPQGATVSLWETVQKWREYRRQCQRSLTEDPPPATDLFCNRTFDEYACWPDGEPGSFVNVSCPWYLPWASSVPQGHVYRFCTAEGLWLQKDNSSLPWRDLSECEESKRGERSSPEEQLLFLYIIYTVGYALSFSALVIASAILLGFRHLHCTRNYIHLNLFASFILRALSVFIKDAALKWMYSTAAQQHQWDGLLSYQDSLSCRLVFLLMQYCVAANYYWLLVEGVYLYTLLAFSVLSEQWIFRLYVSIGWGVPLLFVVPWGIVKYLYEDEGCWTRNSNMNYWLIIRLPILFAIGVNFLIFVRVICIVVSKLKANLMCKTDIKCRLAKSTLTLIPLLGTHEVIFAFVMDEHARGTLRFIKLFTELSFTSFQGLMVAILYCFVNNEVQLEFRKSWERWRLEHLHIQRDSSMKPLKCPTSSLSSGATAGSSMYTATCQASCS
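GLP-1R inverse agonism mode: basal reporter luminescence in engineered HEK293 cells measured after one day of compound exposure at 37 deg C, with a 12 min room-temperature detection step.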
DRD3 antagonist – antagonists of human D3 dopamine receptor | max response, negative = inhibition, % | hit rate 2.5% among 360,000 | D3R cells, DiscoveRx beta-arrestin luminescence, antagonist mode; stronger effect = lower value; in the data active = max response below about -50%; inconclusive = no clear call, values can overlap the other calls; note: % is set by controls: 0 for no effect and ±100 for the full control effect; mostly tested at two doses, the higher about 12 µM
Target sequence (P35462 whole entry, looked up): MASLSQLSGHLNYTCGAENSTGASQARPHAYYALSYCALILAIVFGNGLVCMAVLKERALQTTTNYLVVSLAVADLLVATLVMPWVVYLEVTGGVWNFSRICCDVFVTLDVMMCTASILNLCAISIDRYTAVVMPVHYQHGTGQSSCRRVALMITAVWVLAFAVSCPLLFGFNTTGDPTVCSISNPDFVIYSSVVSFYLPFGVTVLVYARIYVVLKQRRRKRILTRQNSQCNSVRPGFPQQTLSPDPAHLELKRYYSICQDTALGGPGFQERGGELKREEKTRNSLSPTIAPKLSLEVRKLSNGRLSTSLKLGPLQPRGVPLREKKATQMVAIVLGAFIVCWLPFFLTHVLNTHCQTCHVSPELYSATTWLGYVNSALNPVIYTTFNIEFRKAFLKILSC
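Cells plated overnight at 1500 cells/well, then exposed to library compounds with dopamine controls for 90 minutes at 37 degrees C. DiscoveRx reagent added for 30–60 minutes at room temperature; luminescence read, quantitative HTS format.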
TDP-43 yeast inh – TDP-43 toxicity inhibition in yeast | Potency, µM (series often up to 46.1 µM), for inactives: at the top dose growth rescue (activation), hits mostly activators | TDP-43 expressing yeast growth rescue, BacTiter-Glo, 24 h | hit rate 1.8% among 410,000 | AID 652104; note: potency is the fitted concentration of half-maximal effect; % of control where 0% means no effect; nearly all actives have a fitted effect of over 50% in size
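Yeast expressing TDP-43 (pregrown in raffinose, seeded at OD600=0.02 in galactose medium) exposed to compounds 24 hr at 30 deg C. Growth read by BacTiter-Glo luminescence; rescue of toxicity appears as increased signal.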
Abeta rescue – compounds reversing amyloid beta toxicity in yeast; yeast expressing A-beta42, growth rescue, OD600, 48 h; response scale: 0% DMSO, 100% iron-clioquinol control; Potency, µM (top dose mostly 46.1 µM), inactives show at the highest dose growth rescue, usual class: activators; hit rate 0.063% among 410,000; AID 1347071; note: potency is the fitted concentration of half-maximal effect; nearly all actives have a fitted effect of over 55% in size
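Yeast A-beta toxicity model in growth medium with pinned compounds, 48 h at 30 C; growth read as absorbance at 600 nm. Normalized to FeCl3/clioquinol equimolar mix (positive) and DMSO (negative).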
GLP1R ag – activates the human GLP-1 receptor. HEK293 GLP-1R CRE-luciferase, luminescence, 4-6 h; cells express a hypersensitive GLP-1R form. Potency, µM (doses to about 45.6 µM), inactives show top-dose activation, actives largely listed as activators. hit rate 0.007% among 380,000. AID 624172; note: potency is the fitted concentration of half-maximal effect; % of control where 0% means no effect
An asterisk follows results filed as active; i = inactive; ? = inconclusive; . = not tested or not shown; [ ] = another dose, or the depositor's remark. Unless noted, calls come from the whole dose curve; as a rule, active = well fitted curve in the direction sought with a large enough effect; inconclusive = small, poorly fitted or top-dose-only effect, or another doubt; inactive = no such curve, though single readings can be large; an effect the other way counts as inactive or inconclusive.

SMILES | PTHR1 agonist | aSyn rescue | Akt phos inh | FUS suppressor | GLP1R inv ag | DRD3 antagonist | TDP-43 yeast inh | Abeta rescue | GLP1R ag
Cc1ccccc1N/C(=N/S(=O)(=O)c1ccccc1)c1ccc(F)cc1 | i | 0.6% | i | 1.0% | -33.6% | -15.3 | -23.0% | 1.0% | -3.3%
CCN(C(=O)CCc1ccccc1)C1CCCCC1 | -11.9% | 5.3% | i | 25.3% | ? | 6.0 | 24.1% | 9.4% | -2.0%
N#CCSc1nnc(Nc2ccccc2)s1 | -9.2%[57.5 µM] | -6.0% | i | 23.1% | 0.0% | 13.2 | -2.4% | 30.6% | -13.1%
CC(C)=CCN1CCN(Cc2coc3ccc(C)cc3c2=O)CC1CCO (stereo unspecified) | i | -10.4% | i | 1.3% | -1.5% | 2.2 | -7.8% | 1.8% | -3.1%
CC1CC(=O)C2=C(C1)Nc1ncnn1C2c1ccccc1 (stereo unspecified) | i | -2.2% | i | 16.1% | 3.4% | 21.9 | -15.9% | -1.2% | -9.8%
CCOC(=O)CNC(=O)N1[C@H](c2cccs2)[C@@H](C)C(=O)[C@@H](C)[C@@H]1c1cccs1 | 11.4% | . | . | 14.2% | 6.0% | . | 1.7%[9.22 µM] | -4.7% | .
COC(=O)c1cc(OC)c(OC)cc1NC(=O)Nc1ccc(OC)cc1 | -14.7% | 0.2% | i | -20.3% | 27.2% | 7.6 | 14.1% | 17.2% | -15.6%
Nc1cc(=O)[nH]c(SCC(=O)N2CCc3ccccc3C2)n1 | i | -0.2% | i | 21.2% | 0.0% | -18.6 | -1.4% | 7.0% | -5.2%
COc1ccc(O)cc1CN1CCN(c2ncc(Cc3ccccc3)cn2)CC1 | -29.3% | -1.2% | i | 0.0% | ? | ? | -12.1% | 1.5% | .
Cc1ccsc1/C=N/NC(=O)CNC(=O)c1ccc(S(=O)(=O)N2CCOCC2)cc1 | i | 2.7% | i | -10.7% | 2.9% | 12.4 | 16.6% | -3.3% | -2.6%
CC(C)(C)NC(=S)NCc1ccncc1 | i | 7.9% | i | 23.7% | -6.3% | 10.4 | -12.4% | -5.2% | 0.0%
CCN(C(=O)C(NS(=O)(=O)c1ccc(Br)s1)c1ccccc1)c1ccc(C)c(C)c1 (stereo unspecified) | -9.0% | . | . | 28.0% | ? | . | 6.7% | 7.5% | .
CS(=O)(=O)c1nc2c(cc1C#N)CCCC2 | -23.4% | -0.2% | i | . | 0.0% | ? | ? | 2.3% | -0.7%
Cn1c(=O)c2[nH]c(CNCc3ccccc3Cl)nc2n(C)c1=O | -3.5%[57.5 µM] | -6.6% | i | 36.4% | 34.1%[activator] | 0.0 | -9.6% | 1.0% | 24.0%
COc1ccccc1-n1nnnc1SCC(=O)NC1CC1 | i | 1.3% | i | -6.7% | 20.5% | -6.2 | -22.9% | -11.5% | -0.2%
NC(=O)c1ccc(-n2nnnc2SCc2ccccc2)cc1 | -3.5%[57.5 µM] | -0.7% | i | -13.6% | 55.8%[activator] | 13.8 | -0.2% | 3.3% | 5.2%
Cc1cc(C(=O)NC(C)C2CCCO2)no1 (stereo unspecified) | i | -2.7% | i | 0.0% | 13.9% | -7.8 | -4.8% | 7.7% | 1.0%
CS(=O)(=O)c1ccc2nc(NC(=O)c3ccccc3Br)sc2c1 | -39.8%[inhibitor] | -1.4% | i | 12.8% | 9.6% | -56.3* | -2.4% | 9.1% | 4.6%
COc1ccccc1CNC(=O)c1cc2c(s1)-c1ccccc1OC2 | -26.8% | . | . | 36.3% | ? | . | 11.3%[9.22 µM] | 10.4% | .
O=C1CCC(=O)N1c1cccc(-c2nc3ccccc3o2)c1 | -8.8% | -0.8% | i | 1.4% | -6.8% | -10.8 | 8.0% | -2.3% | -4.2%
CCOC(=O)[C@]12CCCC=C1N(Cc1ccco1)C(=O)[C@H](CC(=O)NCc1cccc3ccccc13)C2 | i | 0.9% | i | ? | ? | 19.4 | 0.0% | -6.9% | 12.3%
COc1ccc(-c2nc3ccccc3s2)cc1NC(=O)c1ccc(C#N)cc1F | -19.6% | 9.0% | . | -20.4% | 2.0% | . | -11.3% | -27.2% | 5.7%
CCS(=O)(=O)NCCc1ccc(OC)c(OC)c1 | i | 0.6% | i | 14.0% | 4.4% | -14.0 | 15.8% | 14.3% | -0.6%
CCOC(=O)N1CCN(C(=O)COc2cc(=O)n(CC)c3ccccc23)CC1 | i | 2.1% | i | 12.6% | 3.3% | -14.5 | 16.1% | 8.0% | -5.0%
COc1ccc(C(CNC(=O)Cc2cccs2)N(C)C)cc1 (stereo unspecified) | -9.6% | 3.5% | i | 10.4% | -28.6% | 6.7 | -10.6% | 7.8% | -0.2%

The listing continues:
SMILES | PTHR1 agonist | aSyn rescue | Akt phos inh | FUS suppressor | GLP1R inv ag | DRD3 antagonist | TDP-43 yeast inh | Abeta rescue | GLP1R ag
CC(C)[C@H](NC(=O)[C@@H]1Cc2ccccc2CN1C(=O)OC(C)(C)C)C(=O)NCC1CCC(C(=O)O)CC1 (stereo partly specified) | -12.2% | -2.3% | i | 11.8% | -5.1% | -2.3 | -11.7% | 2.7% | -3.2%
O=C(c1cc(COc2ccc(F)cc2F)on1)N1CCN(C2CCCC2)C(=O)C1 | -2.4% | 7.0% | i | 13.8% | -23.3% | 13.8 | 28.0% | 4.4% | 1.3%
CC(C)n1ncc2c(C(=O)N3CCN(c4ccccc4)CC3)cc(-c3ccccc3)nc21 | -7.9% | -5.8%[1.84 µM] | i | 22.3% | ? | 1.4 | 2.0% | 29.7% | 1.4%
N#C/C(=C\c1cc([N+](=O)[O-])ccc1Cl)C(N)=O | -20.0% | -4.0% | i | -2.9% | -7.4% | -24.5 | 0.1% | -12.3% | 8.9%
Nn1c(SCC(=O)NCCN2C(=O)CSC2=O)nnc1-c1ccc(OC(F)F)cc1 | -47.4%[inhibitor] | 2.0% | i | 4.9% | 0.8% | 0.5 | 7.0% | -8.5% | -2.8%
Cc1c(NC(=O)c2cccc(NC(=O)Cc3c(F)cccc3Cl)c2)c(=O)n(-c2ccccc2)n1C | -5.3% | -1.7% | i | 16.5% | -10.9% | -8.6 | 9.0% | -5.2% | -3.7%
C[C@H](CCC(=O)OCc1cn(CC(=O)c2ccc(O)cc2)nn1)C1CC[C@H]2[C@@H]3CC[C@@H]4C[C@H](O)CC[C@]4(C)[C@H]3C[C@H](O)[C@]12C (stereo partly specified) | -19.8% | -3.8% | i | ? | ? | 36.7 | 17.3% | 2.9% | -0.5%
CCS(=O)(=O)c1ccc2oc(Nc3ccc(C(C)(C)C)cc3)nc2c1 | -22.2% | -5.7% | i | 11.5% | -1.4%[0.307 µM] | -20.6 | 1.7% | 2.1% | -0.2%
O=C(NCc1ccccc1F)c1ccc2ccccc2n1 | i | 2.1% | i | -11.6% | -16.2% | -7.8 | ? | -4.3% | 27.5%
COc1ccc(OCC(=O)Nc2ccc(N3CCN(Cc4ccccc4F)CC3)cc2)cc1 | i | -5.7% | i | -34.4% | 3.7% | 0.0 | 13.0% | -3.2% | 9.1%
CC1CCCC(NC(=O)Cn2cc3c(n2)CCCCC3)C1C (stereo unspecified) | i | 4.8% | i | -3.6% | ? | 2.1 | 1.2% | 27.7% | -6.6%
COc1cccc(NC(=O)Cn2c(=O)n(-c3cccc(OC)c3)c(=O)c3sc4ccccc4c32)c1 | -18.5% | . | . | -2.7% | 9.1% | . | -4.1% | -14.5% | -0.1%
CN(Cc1ccccc1)C(=O)CSc1nc2ccccc2n1Cc1ccccc1F | -23.3% | . | . | 2.8% | -14.9% | . | 18.1% | -3.5% | .
COc1cc2c(cc1OC)C(COc1ccc([N+](=O)[O-])cc1)NCC2 (stereo unspecified) | -5.1% | -7.7% | i | 21.9% | 8.4% | -15.2 | 16.3% | 7.7% | 6.7%
Cc1ccc(-n2c(O)c(C=NCc3ccccn3)c3ccccc3c2=O)cc1 | i | -1.2% | i | 6.9% | -19.6% | -15.8 | 11.8% | -9.9% | -6.0%
CCOc1ccc(Oc2nc(NCC(C)C)nc(N3CCOCC3)n2)nn1 | -3.7% | . | . | 15.9% | -4.7% | . | 19.8% | 20.8% | .
COc1ccc(OC)c(NC(=O)Cn2c(=O)n(-c3ccc(Cl)cc3)c(=O)c3c(C)c(C)sc32)c1 | i | . | . | -18.8% | -2.1% | . | 9.5% | -15.5% | .
O=C(Nc1cccc(O)c1)c1ccc2c(c1)C(=O)N(Cc1ccco1)C2=O | -33.4% | -5.8% | i | 28.7% | -2.3% | 5.3 | 10.4% | 11.2% | -9.1%
Cc1cc(-c2ccccc2)nc(Oc2ccc(C(C)(C)C)cc2)c1S(C)(=O)=O | -72.4%[inhibitor][57.5 µM] | 2.6% | i | 3.8% | ? | ? | -4.7% | -0.7% | 13.9%

Entries listed so far with a Cl atom:
SMILES | PTHR1 agonist | aSyn rescue | Akt phos inh | FUS suppressor | GLP1R inv ag | DRD3 antagonist | TDP-43 yeast inh | Abeta rescue | GLP1R ag
Cn1c(=O)c2[nH]c(CNCc3ccccc3Cl)nc2n(C)c1=O | -3.5%[57.5 µM] | -6.6% | i | 36.4% | 34.1%[activator] | 0.0 | -9.6% | 1.0% | 24.0%
N#C/C(=C\c1cc([N+](=O)[O-])ccc1Cl)C(N)=O | -20.0% | -4.0% | i | -2.9% | -7.4% | -24.5 | 0.1% | -12.3% | 8.9%
Cc1c(NC(=O)c2cccc(NC(=O)Cc3c(F)cccc3Cl)c2)c(=O)n(-c2ccccc2)n1C | -5.3% | -1.7% | i | 16.5% | -10.9% | -8.6 | 9.0% | -5.2% | -3.7%
COc1ccc(OC)c(NC(=O)Cn2c(=O)n(-c3ccc(Cl)cc3)c(=O)c3c(C)c(C)sc32)c1 | i | . | . | -18.8% | -2.1% | . | 9.5% | -15.5% | .

Not all compounds are listed; the hit share may differ from the screen's.
